Compound activity from PubChem BioAssay.
TDP1 inh = inhibitors of human tyrosyl-DNA phosphodiesterase TDP1 | Q9NUW8 | recombinant TDP1, AlphaScreen DNA substrate cleavage | AID 485290 | actives 0.28% (n = 350,000) | Potency, µM (doses to about 130 µM), inactives show at the highest dose activity change, negative = inhibition, actives largely listed as inhibitors; further: nearly all actives have a fitted effect of over 40% in size
Target sequence (Q9NUW8 whole entry, looked up): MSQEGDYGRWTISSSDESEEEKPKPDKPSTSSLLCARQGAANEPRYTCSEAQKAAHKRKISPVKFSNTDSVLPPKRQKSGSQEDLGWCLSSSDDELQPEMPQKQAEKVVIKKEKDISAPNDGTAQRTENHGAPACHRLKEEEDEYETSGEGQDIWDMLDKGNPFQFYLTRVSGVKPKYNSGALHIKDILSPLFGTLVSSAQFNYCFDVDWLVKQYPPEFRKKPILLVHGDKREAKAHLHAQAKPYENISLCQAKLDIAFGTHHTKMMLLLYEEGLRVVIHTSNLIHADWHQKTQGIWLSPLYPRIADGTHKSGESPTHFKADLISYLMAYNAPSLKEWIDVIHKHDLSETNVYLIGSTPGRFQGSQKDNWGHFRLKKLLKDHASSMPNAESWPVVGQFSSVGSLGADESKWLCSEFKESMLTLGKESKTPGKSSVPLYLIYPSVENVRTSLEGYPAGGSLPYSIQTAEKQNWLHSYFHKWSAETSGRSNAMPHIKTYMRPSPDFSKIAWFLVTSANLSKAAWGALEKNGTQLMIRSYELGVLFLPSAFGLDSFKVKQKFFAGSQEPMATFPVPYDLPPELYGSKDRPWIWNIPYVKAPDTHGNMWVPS
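Enzyme-compound mixtures sat 15 min at room temperature, followed by a 5 min reaction with 15 nM final substrate and 10 min with AlphaScreen beads. Recombinant human Tdp1 was used at 1 nM final.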
N370S GC mod = inhibits or activates N370S mutant glucocerebrosidase; P04062; N370S GC spleen homogenate, 4MU-glucoside fluorescence; Potency, µM (highest dose often 59.4 µM), without a hit: at the highest dose activity change, negative = inhibition, actives largely listed as inhibitors; actives 0.092% (n = 330,000);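 further: 0% = full enzyme activity and -100% = no enzyme basal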
TDP1 cell noCPT = qHTS for Inhibitors of human tyrosyl-DNA phosphodiesterase 1 (TDP1): qHTS in cells in absence of CPT; actives 15% (n = 420,000); Potency, µM (titrated, usually from 46.2 µM), inactives show at the highest dose activity change, negative = growth inhibition, usual class: inhibitors; DT40 Tdp1-/- hTDP1 cells, no CPT, ATP luminescence, 48 h; further: nearly all actives have a fitted effect of over 55% in size
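Stably hTDP1-transfected Tdp1-null chicken DT40 cells were treated with library compounds minus camptothecin and grown for at least 48 hr at 37 °C, after which cellular ATP was quantified by luminescence.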
Starred values were filed as active, the others as inactive; ? = inconclusive; · = no result given; & = joins results of further samples; [ ] = remark or other dose. The call rests on the fitted dose curve; in most records, active means well fitted curve in the direction sought with a large enough effect; inconclusive means small, poorly fitted or top-dose-only effect, or another doubt; inactive means no such curve, though single readings can be large; an effect the other way counts as inactive or inconclusive. Unless noted, on the % scale 0 is the no-effect control and ±100 the full control effect; potency means the concentration at half of the fitted maximal effect. These rows are one share of the data. The share of hits here may be higher or lower than overall.

SMILES	TDP1 inh	N370S GC mod	TDP1 cell noCPT
Cc1cc(C)c(C)c(S(=O)(=O)Nc2ccc(O)cc2)c1C	1%	0%	12µM*
Cc1cc(Nc2cccc(C(F)(F)F)c2)nc2ccc(NC(=O)c3cccnc3)cc12	11%	·	2.3µM*
O=C(COC(=O)c1cc(=O)[nH]c2ccccc12)c1cccs1	-3%	19%	-8%
COC(=O)c1cc(OC)c(OC)cc1NC(=O)c1ccccc1	2%	16%	?
NC(=O)[C@@H]1CCCN1C(=O)c1ccc2oc(CCc3ccccc3)nc2c1	0%	-18%	-10%
COc1ccc(NC(=O)c2coc(C)c2)cc1	·	-26%	-13%
O=C(Nc1cccc(Cl)c1)c1cc(-c2ccc3c(c2)OCO3)on1	1%	·	?
Cc1ccc(C(=O)N/C(=C\c2cccs2)C(=O)NCc2ccncc2)cc1	7%	-5%	0%
OCCN1CCN(c2ncnc3scc(-c4ccc(F)cc4)c23)CC1	1%	-5%	4%
O=C(c1ccccc1)N1CCN(C(=S)NCCc2ccccc2)CC1	-2%	10%	?
CCOC(=O)c1c(OCC)[nH]c2c1cc(O)c1ccccc12	6%	?	18µM*
Cc1ccc2c(c1)c1c(c(=O)n(-c3ccccc3)c(=O)n1Cc1ccccc1C)n2C	-3%	·	-16%
Cc1ccc(-c2nc(S(=O)(=O)c3ccccc3)c(SCC(=O)NCC3CCCO3)o2)cc1 (stereo not drawn)	-13%	-1%	23µM*
COc1ccccc1NC(=O)NNC(=O)c1cc2ccccc2cc1O	1%	0%	-6%
Cc1nc2nc(SCC(=O)Nc3cccc(Cl)c3)nn2c(C)c1Cc1ccccc1	3%	·	?
C#CCOCCOCCOCCNc1nc(N2CCOCC2)nc(N2CCN(C(=O)[C@H](CCC(=O)O)n3cc([C@@H](N)CCCCN)nn3)CC2)n1	5%	·	-15%
COc1ccc(Cc2nnc(NC(=O)c3cccc([N+](=O)[O-])c3)s2)cc1	3%	11%	?
c1ccc(CN2CCN(C(c3ccccc3)c3ccccc3)CC2)cc1	·	-29%	?
COc1cccc(NC(=O)CSc2nnc(C)s2)c1	2%	18%	1%
CCC(=O)c1ccc(OCC(=O)N2CCCC2)c(OC)c1	·	-8%	-18%
C/C=C/Cn1c(SCc2ccc(C)cc2)nc2c1c(=O)[nH]c(=O)n2C	6%	-9%	?
CN(C)C1(CNC(=O)C2CCC(=O)N(CCc3ccc(Cl)cc3)C2)CCCCC1 (stereo not drawn)	2%	-7%	-4%
O=c1ccc(Cl)cn1Cc1ccccc1F	-2%	4%	-1%
CCOC(=O)c1c(NC(=O)c2cc(CC(C)C)on2)sc(C(C)=O)c1C	-7%&5%	1%	?

By substructure, those above containing a halogen (six)
SMILES	TDP1 inh	N370S GC mod	TDP1 cell noCPT
Cc1cc(Nc2cccc(C(F)(F)F)c2)nc2ccc(NC(=O)c3cccnc3)cc12	11%	·	2.3µM*
O=C(Nc1cccc(Cl)c1)c1cc(-c2ccc3c(c2)OCO3)on1	1%	·	?
OCCN1CCN(c2ncnc3scc(-c4ccc(F)cc4)c23)CC1	1%	-5%	4%
Cc1nc2nc(SCC(=O)Nc3cccc(Cl)c3)nn2c(C)c1Cc1ccccc1	3%	·	?
CN(C)C1(CNC(=O)C2CCC(=O)N(CCc3ccc(Cl)cc3)C2)CCCCC1 (stereo not drawn)	2%	-7%	-4%
O=c1ccc(Cl)cn1Cc1ccccc1F	-2%	4%	-1%

The results go on.
SMILES	TDP1 inh	N370S GC mod	TDP1 cell noCPT
CCc1ccc(NC(=S)N2CCN(C)CC2)cc1	1%[56.1 µM]	-3%	2%
O=C(CSc1ncnc2c1cnn2-c1ccccc1)NCC1CCCO1 (stereo not drawn)	1%	0%	?
Cc1ccc(-n2ncc(C(=O)Nc3cc(Cl)ccc3C)c2C2CCNCC2)cc1C	-1%	2%	23µM*
Cc1cc(C(=O)NCc2ccccc2C)c2c(C)nn(-c3cccc(F)c3)c2n1	2%	·	?
CCCSc1nnc2n(C)c(=O)c3c4c(sc3n12)CCC4	6%	-4%	?
COc1cc(/C(C#N)=C/c2cccc3ccccc23)c([N+](=O)[O-])cc1OC	8%	16%	-25%
Cc1ccsc1/C=N/NC(=O)CNC(=O)c1c(F)cccc1Cl	0%	-3%	8%
O=C(C1COc2ccccc2O1)N1CCN(c2nc3ccc(F)cc3s2)CC1 (stereo not drawn)	5%	·	21µM*
O=c1c(Cc2ccc(Cl)cc2Cl)c(O)ccn1CCCN1CCOCC1	-5%	-17%	15%
O=C1CCCN1C(=O)CSc1ncnc2sccc12	50µM*	1%	1%
CCn1c(CNC(=O)COc2ccc(C(C)C)cc2)nnc1SCC(=O)Nc1ccccc1F	2%	?	-25%
CCOc1ccccc1NC(=O)C(NS(=O)(=O)c1cccc2nsnc12)c1ccccc1 (stereo not drawn)	6%	·	?
CCSc1nc2n(n1)C(c1ccc(CC)cc1)C(C(=O)Nc1ccccc1OC)=C(C)N2 (stereo not drawn)	3%	·	23µM*
O=C1CNC(=O)/C(=C/c2ccco2)N1	·	10%	-9%
CCOc1ccc(/C=C/c2[nH]c(=O)[nH]c(=O)c2[N+](=O)[O-])cc1	·	-3%	-1%
CC(CCc1ccccc1)NC(=O)c1ccc(NC(=O)c2cccc(Br)c2)cc1 (stereo not drawn)	0%	-17%	?
C=CCNC(=O)c1cccc(Br)c1	5%	0%	-21%
C[C@H](CO)N1C[C@H](C)[C@@H](CN(C)S(=O)(=O)c2ccccc2)Oc2ccc(NS(=O)(=O)c3ccc(F)cc3)cc2C1=O	3%	·	-19%
CC1CC(C)(C)N(C(=O)CN2C(=O)c3ccccc3C2=O)c2ccccc21 (stereo not drawn)	-5%	17%	?
O=C(CSc1nnc(-c2ccccc2)c(-c2ccccc2)n1)N1CCc2ccccc21	6%	-9%	?
N=c1ccn(Cc2ccc(Cl)cc2Cl)cc1	10%	-6%	5.2µM*
O=C(COc1ccc(S(=O)(=O)N2CCCC2)cc1Cl)Nc1ccc2c(c1)OCO2	-2%	-21%	0%
Cc1nc(-c2ccc(S(=O)(=O)NCc3cccnc3)s2)cs1	5%	-6%	21µM*
COc1ccc(C)c(-n2c(=O)n(Cc3ccccc3)c(=O)c3[nH]cnc32)c1	8%	2%	-19%
O=C(N/N=C/C=C/c1ccco1)c1cnccn1	3%	9%	-20%
O=C(c1ccccc1Sc1ccc([N+](=O)[O-])cc1)N1CCCCC1	-1%	7%	?
Cc1ccc(-c2cc(C(=O)Nc3sc4c(c3C(=O)NCc3ccco3)CCC4)[nH]n2)c(O)c1	-5%	20%	?
Cc1ccc(CNC(=O)c2sc3nc(C)cc(C)c3c2-n2cccc2)cc1	-6%	·	?
CCOC(=O)N1CCC(NC(=O)c2ccc3c(c2)N=C(CC)c2ccccc2S3)CC1	5%	-14%	?
CC(c1ccco1)N(C(=O)c1ccccc1NS(=O)(=O)c1cccc([N+](=O)[O-])c1)c1ccccn1 (stereo not drawn)	-7%	7%	?
C#CCOCCOCCOCCNc1nc(N2CCN(C(=O)[C@H]([C@@H](C)CC)n3cc([C@@H](N)CC(C)C)nn3)CC2)nc(N2CCN(C(=O)[C@H](Cc3cc4ccccc4[nH]3)n3cc([C@@H](N)C(C)CC)nn3)CC2)n1 (stereo partly drawn)	4%	-22%	·
S=C(NCc1cccnc1)Nc1ccc(Cl)cc1	7%	2%	-19%
C=C(C)CNC(=S)Nc1sc2c(c1C(=O)OCC)CC(C)(C)OC2	3%	17%	16µM*
CC(C)(Oc1ccc(Cl)cc1)C(=O)NCCCn1ccnc1	4%	-5%	-12%
CCCCc1nc(SCC(=O)Nc2nnc(C(C)C)s2)n[nH]1	6%	-5%	-3%
CC1CC(C)CN(CC(=O)c2cccs2)C1 (stereo not drawn)	-3%	-1%	-15%
Cc1cc(NO)nc(-c2ccc(Br)cc2)n1	-8%	-9%	-38%
O=C(O)c1ccc(NS(=O)(=O)c2cccc(S(=O)(=O)c3ccc(Cl)c(Cl)c3)c2)cc1	-3%	-2%	7%
COc1cc2cc(C(=O)N3CCN(c4ccccc4OC)CC3)[nH]c2cc1OC	·	-3%	-30%
CN(Cc1ccco1)S(=O)(=O)c1csc(C(N)=O)c1	0%	-6%	-2%
CCN(c1ccc(OC)cc1)S(=O)(=O)c1nnc(NC(=O)c2ccco2)s1	6%	-3%	-7%
CCOc1nc(-c2ccc(OC)cc2)ccc1-c1noc(-c2cc(OC)c(OC)c(OC)c2)n1	-7%	-24%	3.7µM*
Cc1cccc(NC(=O)Cn2cnc3ccccc3c2=O)c1C	2%	?	-11%
COc1ccc(Nc2nc(Cl)nc(NCCO)n2)cc1	3%	-3%	-21%
OCCn1c(CSc2nnc(-c3ccco3)n2-c2ccccc2)nc2ccc(Cl)cc21	6%	-5%	?
Cc1ccc(S(=O)(=O)Nc2ccccc2CNC2CCCCC2)cc1	5%	3%	-13%
Cc1cc(S(=O)(=O)NCCN(C)C)c(C)s1	-2%	14%	5%
CCn1nc(C)c(CN2CCC(n3nccc3NC(=O)c3ccc4c(c3)OCO4)CC2)c1C	3%	-2%	13%
Cc1ccc(-c2c[nH]c(=S)n2-c2ccccc2F)cc1	7%	-3%	23µM*
O=c1nc2c(-c3ccc(F)cc3Cl)n[nH]n2c2ccccc12	0%	·	2%
O=C(C[n+]1ccc2ccccc2c1)Nc1cc(C(F)(F)F)ccc1Cl	0%	-2%	?
CC(OC(=O)Cc1n[nH]c(=O)c2ccccc12)C(=O)Nc1ccccc1[N+](=O)[O-] (stereo not drawn)	0%	-2%	-16%
CCSc1nsc(NC(=O)Nc2ccccc2OC)n1	·	-12%	?
Cc1nc2cc(NC(=O)Nc3cccc4ccccc34)ccc2n1C	3%	-5%	6%
COc1ccccc1NC(=O)CN1C(=O)c2cccc3cccc1c23	-2%	·	18µM*
NS(=O)(=O)c1cccc(NC(=O)Cn2cnc3ccccc3c2=O)c1	7%	-3%	-7%
CC(C)=CC(=O)Nc1ccc(S(=O)(=O)Nc2ccccn2)cc1	0%	-3%	-22%
Cc1cccc(C(=O)NCC(=O)N2CCC2)c1	0%	·	21%
CC(C)CNC(=O)COC(=O)CCC(=O)c1ccc(Cl)cc1	-1%	3%	9%
COc1cc(Cl)c(S(=O)(=O)N2CCN(Cc3ccc4c(c3)OCO4)CC2)cc1Cl	3%	-7%	-7%

An excerpt of these results, with bars between the fields:
SMILES | TDP1 inh | N370S GC mod | TDP1 cell noCPT
C=C(C)CNC(=S)Nc1sc2c(c1C(=O)OCC)CC(C)(C)OC2 | 3% | 17% | 16µM*
CC(C)(Oc1ccc(Cl)cc1)C(=O)NCCCn1ccnc1 | 4% | -5% | -12%
CCCCc1nc(SCC(=O)Nc2nnc(C(C)C)s2)n[nH]1 | 6% | -5% | -3%
CC1CC(C)CN(CC(=O)c2cccs2)C1 (stereo not drawn) | -3% | -1% | -15%

Remaining list, next part:
SMILES	TDP1 inh	N370S GC mod	TDP1 cell noCPT
Cc1ccc(-n2nnnc2CS(=O)(=O)c2ccccc2)c(C)c1	2%	-9%	?
O=C(OCC#CCSc1nnc(-c2ccccc2)o1)c1cc2ccccc2o1	-2%	7%	-7%
Cc1ccc(C)c(NC(=S)NCC(c2cccnc2)N2CCOCC2)c1 (stereo not drawn)	-2%	-2%	-13%
Cc1sc(C(=O)Nc2ccc3ccccc3c2)cc1CC(=O)O	-3%	-2%	-1%
CN1CCN(CCC(=O)Nc2ccc(C3CCCC3)cc2)CC1	5%	-1%	?
C[C@@H]1O[C@@H](O[C@H]2[C@H](O)[C@@H](O)[C@H](Oc3c(-c4ccc(O)cc4)oc4cc(O)cc(O)c4c3=O)O[C@@H]2CO)[C@H](O)[C@H](O)[C@H]1O	9%	·	-11%
CCCCCOc1ccc(C(=O)OC(C)C(=O)NCc2ccco2)cc1 (stereo not drawn)	6%[56.1 µM]	2%	?
CCN(CC)c1ccc(Nc2nc(-c3cccnc3)cs2)cc1	·	-11%	-26%
Cc1cc(CCC(=O)O)c(C)cc1CCC(=O)O	-2%	-5%	-13%
Cc1ccnc(NS(=O)(=O)c2ccc(NS(=O)(=O)c3cccs3)cc2)n1	5%[56.1 µM]	0%	16%
CCSC(=O)CCCCCCCCCCCO	-5%	-9%	-27%
O=C(O)c1ccc(Cl)c(S(=O)(=O)Nc2ccc(S(=O)(=O)N3CCCC3)cc2)c1	2%	·	-4%
Cc1ccccc1Cn1nc(C)c(NC(=O)C2c3ccccc3Oc3ccccc32)c1C	0%	4%	15µM*
CNc1ncnc2c1ncn2[C@@H]1O[C@H](CO)[C@H](O)[C@H]1O	-6%[56.1 µM]	2%	·
CCc1ccccc1N(CC(=O)NC1CCCCC1)C(=O)CNC(=O)c1ccco1	10%	-1%	-14%
CCOc1cc(S(=O)(=O)n2nc(C)cc2C)ccc1Br	-4%	-5%	?
COC(=O)c1[nH]c2cccc(OC)c2c1NC(=O)CN1CC2(C)CC1CC(C)(C)C2 (stereo not drawn)	3%	0%	-3%
Cc1cn2c(=O)cc(COc3ccc(NC(=O)c4ccc(C(C)(C)C)cc4)cc3)nc2s1	4%	·	?
CCc1cc(-c2n[nH]c(=S)n2Cc2ccccc2)cs1	3%	6%	?
